FEN1 inh: human FEN1 inhibition; AID 588795; Recombinant FEN1 flap cleavage, fluorescence, 15 min; Potency, µM (doses to about 114 µM), inactives show at the highest dose activity change, negative = inhibition, actives largely listed as inhibitors; 390,000 compounds, 0.35% hits; note: nearly all actives have a fitted effect of over 65% in size
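Recombinant FEN1 (10 nM) was preincubated with pin-transferred compounds for 15 min at room temperature, then flap DNA substrate (50 nM final) was added. Plates were read at 0 and 15 min, and normalized concentration–response data were fitted to a four-parameter Hill equation.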
N370S GC mod: N370S glucocerebrosidase modulation, Gaucher chaperone candidate; P04062; N370S GC spleen homogenate, 4MU-glucoside fluorescence; 330,000 compounds, 0.092% hits; Potency, µM (doses to about 59.4 µM), for inactives: top-dose activity change, negative = inhibition, actives largely listed as inhibitors; AID 2101;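 note: 0% = full enzyme activity and -100% = no enzyme basal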
GCN5L2 inh: GCN5L2 (KAT2A) acetyltransferase inhibition; Q92830; GCN5L2 HAT assay, ThioGlo1 CoA-SH fluorescence; Potency, µM (series often up to 58.9 µM), for inactives: top-dose activity change, negative = inhibition, most hits filed as inhibitors; 390,000 compounds, 0.21% hits
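Fluorescence readout, Ex340nm/Em540nm: ThioGlo1 (50uM final) reacts with free CoA thiol released as 20nM GCN5L2 acetylates H3(1-25) peptide (75uM) using acetyl-CoA (70uM). Compound and enzyme sat 15 min beforehand; 20 min room-temperature reaction.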
* marks the source's active call; other numbers are inactive results; ? = inconclusive; / = no result given; & = joins results of further samples; [ ] = dose if it differs, or a comment. Calls come from the whole dose curve; as a rule, active = well fitted curve in the direction sought with a large enough effect; inconclusive = small, poorly fitted or top-dose-only effect, or another doubt; inactive = no such curve, though single readings can be large; an effect the other way counts as inactive or inconclusive. Unless noted, % is set by controls: 0 for no effect and ±100 for the full control effect; potency is the fitted concentration of half-maximal effect.

SMILES	FEN1 inh	N370S GC mod	GCN5L2 inh
CCc1ccccc1N(C(=O)Cn1nnc2ccccc21)C(C(=O)NCCOC)c1ccco1 (centres undefined)	0%	-7%	0%
O=C(NCCc1ccc(Cl)cc1)c1ccc2c(c1)N(Cc1ccccc1)CCS2	-1%	/	-8%
CCC1CSC(Nc2ccc(C(=O)/C=C/c3ccc(OC)c(OC)c3)cc2)=N1 (centres undefined)	4%	-3%	-8%
Cc1c(NC(=O)C(C)OC(=O)c2cc(-c3cccc4ccccc34)nc3ccccc23)c(=O)n(-c2ccccc2)n1C (centres undefined)	-12%	3%	2%
CC(OC(=O)c1cc(=O)[nH]c2ccccc12)C(=O)N1C(C)CCCC1C (centres undefined)	5%	/	-14%
CCOC(=O)C1CCN(c2c(NCc3ccc(C(=O)NCCC(C)C)cc3)c(=O)c2=O)CC1	-3%	8%	-4%
CN(CC(=O)Nc1ccc(N2CCOCC2)cc1)C(=O)c1cccc(Cl)c1Cl	2%	0%	-5%
COc1cccc(C2C3=C(CCCC3=O)Nc3[nH]n(-c4ccccc4)c(=O)c32)c1 (centres undefined)	-5%	-7%	-2%
COc1cccc(COC(=O)c2cc(=O)[nH]c3ccc(S(=O)(=O)N4CCOCC4)cc23)c1OC	8%	0%	-10%
C/C(=C(\C#N)C(=O)NC1CCCCC1)N(C)C	-11%	0%	-8%
CCOC(=O)N1CCC(=C2c3ccc(Cl)cc3CCc3cccnc32)CC1	-1%	-18%&9%&11%&2%&3%&6%	-17%&-2%&-2%
COc1cc2c(cc1NC(=O)COCC(=O)O)oc1ccccc12	-12%	-2%	-3%
Cc1cccn2c(=O)cc(COc3ccc(NC(=O)COc4ccc(F)cc4)cc3)nc12	19%	/	-2%
COc1ccc(C(=O)NCc2nnc(SCC(=O)Nc3cc(OC)ccc3OC)o2)cc1	19%	-3%	1%
CC(NCC(=O)Nc1ccccc1C(=O)NC1CC1)c1ccc(S(N)(=O)=O)cc1 (centres undefined)	-8%	/	0%

No new results follow: entries from further up.
SMILES	FEN1 inh	N370S GC mod	GCN5L2 inh
COc1cccc(COC(=O)c2cc(=O)[nH]c3ccc(S(=O)(=O)N4CCOCC4)cc23)c1OC	8%	0%	-10%
C/C(=C(\C#N)C(=O)NC1CCCCC1)N(C)C	-11%	0%	-8%

Next part:
SMILES	FEN1 inh	N370S GC mod	GCN5L2 inh
COCCNC(=O)CCN1C(=O)c2cccnc2Oc2ccc(C)cc21	23%	/	-12%
COc1cc(C(=O)OCCn2c(=O)c3c(ncn3CCN(C)C)n(C)c2=O)cc(OC)c1OC	-9%	?	-1%
CC(C)CCC(C(=O)NC(C)c1ccccc1)C(=O)NC(C)c1ccccc1 (centres undefined)	-13%	1%	-2%
Cn1c(SCC(=O)NNC(=O)Nc2ccc(Cl)cc2)nnc1-c1ccccc1	5%	-3%	0%
O=C(Nc1ccccc1)c1ccc(S(=O)(=O)N2CCCCC2)cc1	-9%	-7%	-5%
CN1C[C@@H]2C[C@@H](C3=Cc4cc(Cl)ccc4OC3)N3CCC[C@@]23C1=O	44%[activator]	0%	-12%
O=C(Nc1ccc(C(F)(F)F)cc1)c1ccc(NC(=O)C2CCCO2)cc1 (centres undefined)	-4%	2%	-15%
COc1ccc(CCNc2nc(C)cc(C)c2C#N)cc1OC	-6%	-12%	-8%
O=C(COC(=O)C1(c2ccccc2)CCCC1)N1CCNC1=O	-12%	/	-1%
O=C(Nc1ccccc1)Nc1ccc(F)c([N+](=O)[O-])c1	3%	1%	-1%
CC(C)(C)c1ccc(-c2nnc3sc(-c4ccncc4)nn23)cc1	3%	6%	-2%
COc1cc(C(=O)NC(=S)NC(C)C)cc(OC)c1OC	3%	2%	-5%
O=C(OCCN1CCOCC1)c1ccccc1	9%	-2%	-2%
NC(=S)n1[nH]c(-c2ccc([N+](=O)[O-])cc2)c(N=Nc2ccc(O)cc2)c1=O	-19%	?	4%
Cc1nn(C)c2c1c(C(F)(F)F)cc(=O)n2C(C)C(=O)NCCC(C)C (centres undefined)	1%	/	4%
COC(=O)c1oc2ccccc2c1N	0%	-1%	-2%[0.501 µM]
CN(C)Cc1ccccc1Sc1ccccc1Br	-9%	-19%	-2%
Cc1cc(Cl)cc(Br)c1OCCNCC(C)O (centres undefined)	1%	7%	-1%
COc1cc2c(cc1OC)C(c1cccc(OC)c1OC)CC(=O)N2 (centres undefined)	-18%	5%	-5%
O=C(COC(=O)c1ccc(=O)[nH]c1)Nc1cccc(S(=O)(=O)N2CCOCC2)c1	-13%	2%	-3%
COc1ccc(/C=C2/C(=O)N(c3ccccc3)N=C2C)c(OC)c1	?	1%	-8%
Cc1ccc(C(=O)n2nc(-c3cccnc3)nc2N)cc1	10%	2%	?
Cc1cc(C)cc(NC(=O)Cn2nc(N3CCN(c4ccccc4)CC3)ccc2=O)c1	-15%	/	-19%
Cc1ccc(S(=O)(=O)N(C)C)cc1NC(=O)C1CCCC1	3%	5%	-13%
CCCCCOc1ccc(Br)cc1CSC(=N)N	-4%	-17%	19%
CCc1nnc2c(N3CCN(c4cc(Cl)ccc4C)CC3)nc3ccccc3n12	0%	/	-17%
CCOc1ccc(OCCC(=O)OCC(=O)NC2CC2)cc1	-1%	-17%	-1%
CC(C)N1CCN(CC2COc3ccccc3O2)CC1 (centres undefined)	4%	-19%	2%
COc1ccccc1NS(=O)(=O)c1cn(C)cn1	-1%	-4%	-3%
Cc1ccc(N2CC(C(=O)OCC(=O)C(C)(C)C)CC2=O)cc1 (centres undefined)	-8%	6%	-4%
CC(C)C(=O)N(Nc1nc2ccccc2s1)C(=O)C(C)C	4%	-17%	-4%
O=C(NN=Cc1ccccc1C(=O)O)c1ccc(NS(=O)(=O)c2cccs2)cc1	-1%	/	-8%
COc1ccc(C(C)NC(=S)NC2CCCC2)cc1OC (centres undefined)	-3%	-5%	0%
CC(=O)N(CC(O)CN(C(C)=O)c1c(I)c(C(=O)NC[C@@H](O)CO)c(I)c(C(=O)NC[C@@H](O)CO)c1I)c1c(I)c(C(=O)NC[C@@H](O)CO)c(I)c(C(=O)NC[C@@H](O)CO)c1I	/	10%[21.6 µM]	-26%[21.4 µM]
COc1ccc2c(c1)c(CC(=O)O)c(C)n2Cc1ccc(Cl)cc1	13%	8%	-2%
CCOP(=O)(CC(C(C)=O)C(O)c1ccccc1)OCC (centres undefined)	-13%	1%[12.8 µM]	-8%
Cc1ccc(NC(=O)COC(=O)Cn2ccc(C(F)(F)F)n2)cc1Cl	2%	/	-12%
COC(C)(C)[C@@H](O)COc1c2ccoc2cc2oc(=O)ccc12	-14%	/	-5%
CCOc1ccc(CNC(=O)c2ccc3nc(Cc4ccc(OC)cc4)oc3c2)cc1OC	-15%	/	-8%
CCc1ccc2[nH]c(=O)c(C(c3nnnn3CCOC)N3CCN(c4ccccc4)CC3)cc2c1 (centres undefined)	-11%	-2%	-3%
Cc1ccc(C)c(NC(=O)CSc2nc3[nH]ncc3c(=O)[nH]2)c1	7%	0%	2%
CCn1c(CSCc2c(Cl)cccc2Cl)n[nH]c1=S	-11%	3%	-11%
Cc1cc(OCC(O)CN2CCCC2)ccc1C(C)C (centres undefined)	-2%	-20%	-3%
COc1ccc(NS(=O)(=O)c2ccc3oc(=S)[nH]c3c2)cc1	-1%	-9%	-5%
COc1cc(-c2cn[nH]c2N)cc(OC)c1OC	2%	-12%	-3%

Brought forward from above: six entries, followed by the next part.
SMILES	FEN1 inh	N370S GC mod	GCN5L2 inh
CCc1ccc2[nH]c(=O)c(C(c3nnnn3CCOC)N3CCN(c4ccccc4)CC3)cc2c1 (centres undefined)	-11%	-2%	-3%
Cc1ccc(C)c(NC(=O)CSc2nc3[nH]ncc3c(=O)[nH]2)c1	7%	0%	2%
CCn1c(CSCc2c(Cl)cccc2Cl)n[nH]c1=S	-11%	3%	-11%
Cc1cc(OCC(O)CN2CCCC2)ccc1C(C)C (centres undefined)	-2%	-20%	-3%
COc1ccc(NS(=O)(=O)c2ccc3oc(=S)[nH]c3c2)cc1	-1%	-9%	-5%
COc1cc(-c2cn[nH]c2N)cc(OC)c1OC	2%	-12%	-3%
Cc1c(C(=O)Nc2ccc(F)cc2F)oc2ccc3c(c12)C(=O)CC(C)(C)O3	13%	/	-3%
O=C(Nc1ccccc1)N1CC[C@@]2(CCCN(C(=O)c3ccncc3)C2)C1	/	-3%	6%
Clc1ccccc1/C=C/c1nc(-c2cccnc2)no1	-1%	3%	-13%
CC(=O)NC(Cc1c[nH]c2ccccc12)C(=O)OCC(=O)Nc1cc(C)on1 (centres undefined)	13%	0%	-3%
O=C(c1cccs1)N1CCCC(c2nc3c(nnn3Cc3ccccc3)c(=O)[nH]2)C1 (centres undefined)	-21%	7%	-11%
CC(=O)NCCn1c(C)cc2ccccc21	6%	2%	-2%
COC(=O)c1ccc(C)c(NC(=O)COC(=O)C2CC3CCCC(C2)C3=O)c1 (centres undefined)	-1%	-16%	1%
Cc1cc(C(=O)Nc2ccc(S(=O)(=O)Nc3nccs3)cc2)c(C)o1	-9%	3%	-4%
CCOC(=O)CNC(c1ccccc1)c1cc(Br)ccc1NC(C)=O (centres undefined)	3%	-9%	1%
O=C(Nc1ccc(Cl)cn1)c1cc2ccccc2o1	-5%	16%	-7%
CCOc1ccc(C(=O)Nc2ccc3c(c2)CCCN3S(=O)(=O)c2ccc(C)cc2)cc1	11%	/	-3%
Cc1ccc(NC(=O)Cn2nc(C)c3nn(-c4ccc(Cl)cc4)c(C)c3c2=O)cc1C	5%	/	-1%
COC(=O)[C@@H](Cc1c[nH]c2ccccc12)NC(=O)c1ccc2c(c1)OCO2	0%	-4%	0%
Cc1nc2ccccc2c(C)c1CC(=O)OC(C)C(=O)NC1(C#N)CCCCC1 (centres undefined)	2%	0%	1%
CCCCNC(=O)NCC(=O)Nc1ccc(F)c(F)c1	3%	0%	1%
COC(=O)c1c(NC(=O)c2ccn(C)n2)sc2c1CCC2	13%	3%	-5%
COc1ccc(NC(=O)CN(c2ccc(OC)cc2)S(=O)(=O)c2c(C)nn(C)c2C)cc1	18%	-5%	?
COc1ccc(-c2cc(C)no2)cc1S(=O)(=O)N1CCCCC1	-5%	2%	-7%
S=C(NC1CCCCC1)N1CCn2cccc2C1c1ccncc1 (centres undefined)	-7%	-9%	-7%
CCOC(=O)c1ccc(NC(=O)CSc2ccc(-c3cccnc3)nn2)cc1	8%	17%	-4%
CCCS(=O)(=O)N1CCN(C(=O)c2cccc(OC)c2)CC1	5%	8%	0%
O=C(Nc1cccn(Cc2c(Cl)cccc2Cl)c1=O)c1ccc(Cl)cc1	-8%	-9%	-9%
CCOc1ccc(CC2CCC(=O)NC2=O)cc1 (centres undefined)	11%	-2%	43%[activator]
CCCC[C@@H]1C=C(C(=O)O)[C@H](c2ccc3c(c2)OCO3)N1S(=O)(=O)c1ccc(C)cc1	14%	/	-3%
CC1CCN(c2nc3ccccc3nc2C(C#N)C(=O)OC2CCCCC2)CC1 (centres undefined)	-18%	-3%	3%
C#Cc1ccc([C@@H]2C=C(C(=O)N3CCOCC3)O[C@H](OCC)[C@H]2CCCO)cc1	-5%	-5%	2%
Cc1ccc([N+](=O)[O-])cc1-c1ccc(/C=C(\C#N)c2[nH]nc(N)c2C#N)o1	?	21%	-3%
COc1ccc(/C=N/Nc2nc(C)nc(N)n2)cc1	-3%	-22%	-3%
CCCN1CCc2c(sc(NC(=O)c3ccc(S(=O)(=O)N4CCCC4)cc3)c2C(N)=O)C1	6%	-6%	-4%
O=C(NC(NC(=S)Nc1ccc(Cl)c(Cl)c1)C(Cl)(Cl)Cl)c1ccco1 (centres undefined)	-19%	6%	?

Compound profiles, as listed above. Order of values: FEN1 inh, N370S GC mod, GCN5L2 inh
`CN(CC(=O)Nc1ccc(N2CCOCC2)cc1)C(=O)c1cccc(Cl)c1Cl` is listed as 2%, 0%, -5%
`Cc1cc(C(=O)Nc2ccc(S(=O)(=O)Nc3nccs3)cc2)c(C)o1` is listed as -9%, 3%, -4%

(next part)
SMILES	FEN1 inh	N370S GC mod	GCN5L2 inh
Cc1cc(C)cc(OC(C)C(=O)Nc2nonc2-c2ccc(Br)cc2)c1 (centres undefined)	-16%	/	0%
CN(CC(=O)Nc1ccccc1Cl)C(=O)COC(=O)/C=C/c1cccs1	1%	/	-3%
CCN(CC)CCCN1C=C2C(=O)C(C)(OC(=O)CCC(=O)OC)C(=O)C(Br)=C2C=C1c1ccc(OC)cc1 (centres undefined)	?	6%[12.8 µM]	/
CCCCOc1cc(C)nc(NCc2ccccc2)n1	-17%	-12%	-14%
CCCCn1c(-c2ccc(Cl)cc2)nc2c(=O)n(C)c(=O)[nH]c21	-1%	2%	0%
CCc1ccc(NC(=O)C2CCCN(S(=O)(=O)c3cccc4nonc34)C2)cc1 (centres undefined)	-16%	/	-4%
Cc1noc(/C=C/N(C)C)c1S(=O)(=O)N1CCC(C(=O)NC(C)(C)C)CC1	-4%	3%	-9%
Cc1ccc(S(=O)(=O)N(C)C)cc1NC(=O)C1CCCN(C(=O)c2ccc(Cl)cc2)C1 (centres undefined)	-11%	1%	0%

Screening results deposited in PubChem by National Center for Advancing Translational Sciences (NCATS).
